Compound activity from PubChem BioAssay.
12-LOX inh = blocks human arachidonate 12S-lipoxygenase; Potency, µM (titrated, usually from 108 µM), for inactives: at the top dose activity change, negative = inhibition, actives largely listed as inhibitors; purified 12hLO, xylenol orange hydroperoxide absorbance; 580,000 compounds, 1.1% hits; AID 1671190; P18054; further: on the % scale 0 is the no-effect control and ±100 the full control effect
Target sequence (P18054 whole entry, looked up): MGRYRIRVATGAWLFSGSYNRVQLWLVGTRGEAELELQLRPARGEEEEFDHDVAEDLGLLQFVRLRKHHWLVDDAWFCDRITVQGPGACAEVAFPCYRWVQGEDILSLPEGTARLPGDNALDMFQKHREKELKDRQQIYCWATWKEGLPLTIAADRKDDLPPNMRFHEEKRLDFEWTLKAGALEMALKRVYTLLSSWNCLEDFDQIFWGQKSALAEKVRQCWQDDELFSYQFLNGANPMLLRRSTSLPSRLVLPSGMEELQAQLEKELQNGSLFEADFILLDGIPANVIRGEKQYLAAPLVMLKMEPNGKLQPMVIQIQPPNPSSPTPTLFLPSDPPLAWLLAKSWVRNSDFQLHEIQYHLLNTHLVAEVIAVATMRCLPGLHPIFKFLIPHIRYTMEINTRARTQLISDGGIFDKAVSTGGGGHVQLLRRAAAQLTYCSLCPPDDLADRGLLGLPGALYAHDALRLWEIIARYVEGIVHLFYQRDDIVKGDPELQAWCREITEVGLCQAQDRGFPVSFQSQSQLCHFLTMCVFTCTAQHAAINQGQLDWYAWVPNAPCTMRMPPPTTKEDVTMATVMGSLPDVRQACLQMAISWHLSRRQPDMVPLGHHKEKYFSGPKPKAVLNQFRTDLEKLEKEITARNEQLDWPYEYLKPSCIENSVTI
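Hydroperoxide product was detected by ferrous iron/xylenol orange as the 573 to 405 nm absorbance ratio. Arachidonic acid at 40 uM (final) was turned over for 30 min at room temperature by 150 nM human 12hLO, pH 7.0 Hepes buffer, after 15 min compound preincubation.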
USP1 inh = USP1/UAF1 (human) deubiquitinase inhibition | O94782 | recombinant USP1/UAF1, Ub-Rhodamine cleavage fluorescence | Potency, µM (highest dose often 57.1 µM), without a hit: at the highest dose activity change, negative = inhibition, most hits filed as inhibitors | 390,000 compounds, 0.23% hits; further: on the % scale 0 is the no-effect control and ±100 the full control effect; nearly all actives have a fitted effect of over 60% in size; inactives centre near -12
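USP1/UAF1 complex at 1 nM was preincubated with compound for 15 min at room temperature, then Ub-Rho substrate (150nM final) was added. Fluorescence (480/540 nm) was read kinetically, 6 reads every 60 seconds.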
RXFP1 agonist = RXFP1 (human) receptor agonism | 370,000 compounds, 0.3% hits | Potency, µM (highest dose often 57.5 µM), for inactives: at the top dose activation, actives largely listed as activators | HEK293T-RXFP1 cAMP TR-FRET, 30 min; response scale: percent of porcine relaxin response, buffer zero | Q9HBX9; further: on the % scale 0 is the no-effect control and ±100 the full control effect; nearly all actives have a fitted effect of over 60% in size; many of its hits are not listed in these tables
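Agonist response is measured as cAMP accumulation in an RXFP1-transfected HEK293T line under PDE4 inhibition. Values are scaled between buffer-only and 29 nM porcine relaxin, and EC50s come from standard Hill equation fits.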
mIDH1 inhibitor = inhibitors of human mutant IDH1 R132H. IDH1-R132H enzyme, NADPH consumption, diaphorase/resazurin fluorescence. Potency, µM (titrated, usually from 76.6 µM), inactives show at the highest dose activity change, negative = inhibition, actives largely listed as inhibitors. 390,000 compounds, 0.093% hits. AID 602179; further: on the % scale 0 is the no-effect control and ±100 the full control effect; nearly all actives have a fitted effect of over 65% in size
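IDH1-R132H (0.5 ug/mL dispensed) in pH 7.5 Tris buffer was preincubated 30 min with compound, then given a substrate mix of 0.016 mM NADPH and 2 mM alpha-KG for 80 min at room temperature; remaining NADPH was read by diaphorase/resazurin fluorescence.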
RGS4 inhibitor = human RGS4 inhibition. 390,000 compounds, 0.039% hits. Transcreener GDP fluorescence polarization, RGS4-accelerated GTP hydrolysis. P49798. Potency, µM (highest dose often 114 µM), without a hit: at the highest dose activity change, negative = inhibition, actives largely listed as inhibitors; further: on the % scale 0 is the no-effect control and ±100 the full control effect; nearly all actives have a fitted effect of over 75% in size; some results filed as inactive show a strong effect at the top dose
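MLSMR compounds (23 nl, pin-transferred) preincubated 10 min at room temperature with a 500nM (2x) first reagent, then RGS4 at 900nM (2x) plus Transcreener GDP mix added; fluorescence polarization (620/688 nm) read before and after 90 min at 30 °C.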
Vif-APOBEC3G blk = inhibitors of Vif-APOBEC3G interaction; 410,000 compounds, 0.076% hits; HeLa A3G-eYFP + Vif (tagged APOBEC3G with the HIV-1 protein that degrades it), YFP fluorescence, overnight; Potency, µM (top dose mostly 46.1 µM), inactives show top-dose activity, negative = active, actives largely listed as inhibitors;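 further: on the % scale 0 is the no-effect control and ±100 the full control effect; nearly all actives have a fitted effect of over 60% in size; hits raise eYFP signal because A3G escapes Vif-driven loss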
Target sequence (Q9HC16 whole entry, looked up): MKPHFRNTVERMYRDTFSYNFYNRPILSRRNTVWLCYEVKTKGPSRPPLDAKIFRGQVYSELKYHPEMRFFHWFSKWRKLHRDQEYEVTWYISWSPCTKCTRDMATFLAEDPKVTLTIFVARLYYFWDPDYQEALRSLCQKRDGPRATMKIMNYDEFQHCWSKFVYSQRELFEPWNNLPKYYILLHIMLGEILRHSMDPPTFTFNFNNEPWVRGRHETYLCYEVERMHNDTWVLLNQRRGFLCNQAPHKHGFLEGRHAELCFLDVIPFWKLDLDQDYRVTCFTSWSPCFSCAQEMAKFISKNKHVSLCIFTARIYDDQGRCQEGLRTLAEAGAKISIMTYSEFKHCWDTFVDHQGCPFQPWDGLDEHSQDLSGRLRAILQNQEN
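Read-out is eYFP fluorescence (Ex 488/Em 500-530) from Vif-expressing HeLa A3G-eYFP cells; more signal means A3G escaped Vif-mediated degradation. Cells plated overnight, compound pinned in, incubated overnight at 37 deg C.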
Vif-A3F inh = inhibitors of Vif-A3F interaction | Potency, µM (top dose mostly 46.1 µM), without a hit: top-dose activity, negative = active | 390,000 compounds, 0.2% hits | HeLa A3F-eYFP + Vif (tagged APOBEC3F with the HIV-1 protein that degrades it), YFP fluorescence increase | AID 602313; further: % of control where 0% means no effect; nearly all actives have a fitted effect of over 65% in size
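HeLa cells stably expressing Vif plus C-terminally eYFP-tagged A3F were seeded, incubated overnight at 37 deg C, dosed with compound, incubated overnight again at 37 deg C. Yellow fluorescence (Ex 488/Em 500-530) reported blocked Vif-mediated A3F-eYFP degradation.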
TrxR1 substrate = rat thioredoxin reductase 1 substrate activity. purified TrxR1 substrate turnover, NADPH consumption readout. O89049. AID 588456. Potency, µM (doses to about 114 µM), for the others: top-dose activity change, negative = substrate turnover. 390,000 compounds, 0.01% hits; further: on the % scale 0 is the no-effect control and ±100 the full control effect; nearly all actives have a fitted effect of over 50% in size
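Rat TrxR1, dispensed at 90 nM, was prereduced with 400 uM NADPH (final) for 5 min at ~22 deg C, then incubated with compound 15 min before 400 uM selenite. A first-read NADPH fluorescence drop versus no-compound background flagged substrates.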
rTrxR1 inhibitor = inhibitors of rat thioredoxin reductase 1; O89049; recombinant rTrxR1, NADPH fluorescence consumption, selenite substrate; Potency, µM (titrated, usually from 114 µM), without a hit: at the highest dose activity change, negative = inhibition, hits mostly inhibitors; 390,000 compounds, 1% hits; further: on the % scale 0 is the no-effect control and ±100 the full control effect; nearly all actives have a fitted effect of over 65% in size
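Rat TrxR1 (90 nM in the dispensed reagent) was pre-reduced with 400 uM NADPH for 5 min at room temperature, then incubated with compound for 15 min. After 400 uM selenite was added, NADPH fluorescence (Ex 340/Em 450 nm) was followed for 8 min.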
An asterisk follows results filed as active; i = inactive; ? = inconclusive; . = not tested or not shown; & = joins results of further samples; [ ] = remark or other dose. The call rests on the fitted dose curve; in most records, active means well fitted curve in the direction sought with a large enough effect; inconclusive means small, poorly fitted or top-dose-only effect, or another doubt; inactive means no such curve, though single readings can be large; an effect the other way counts as inactive or inconclusive. Potency means the concentration at half of the fitted maximal effect. These rows are one share of the data (hit frequency here may not be typical).

SMILES	12-LOX inh	USP1 inh	RXFP1 agonist	mIDH1 inhibitor	RGS4 inhibitor	Vif-APOBEC3G blk	Vif-A3F inh	TrxR1 substrate	rTrxR1 inhibitor
Cc1ccc(C2=NS(=O)(=O)N(C)C(C(=O)Nc3cc(C)n(CC(=O)N4CCCCC4)n3)=C2)cc1	20%	-28%	-1.2%	17%	28%	5%	16%	-5%	10%
CC(=O)CSc1nnc(CN2C(=O)CSc3ccc(C(F)(F)F)cc32)n1C	17%	3%	2.8%	13%	8%	2%	6%	1%	-7%
CN(C)c1ccc(S(=O)(=O)N2CCCCC2)cc1NC(=O)CN1C(=O)NC2(CCCC2)C1=O	-7%	0%	-0.7%	-10%	-4%	-2%	-13%	-2%	1%
COc1ccc(-n2c(SCC(=O)Nc3ccc(C(=O)O)cc3)nnc2-c2cccs2)cc1	-25%	2%	1.7%	2%	-12%	2%	-14%	3%[57.1 µM]	8%[57.1 µM]
CC(O)(c1ccccc1)C(c1ccccc1)C1CCCCN1 (stereo not drawn)	0%	-21%	2.3%	4%	-5%[56.9 µM]	-4%	5%	0%	11%
CC(C)OC(=O)/C(C#N)=C/c1cn(Cc2ccccc2)c2ccccc12	-25%	-18%	0.1%	11%	-10%	-16%	-13%	-9%	-1%
N#Cc1c(NCc2ccccc2)ccnc1Cl	383%[activator]	-10%	.	-3%	-8%	3%	-18%	11%[57.1 µM]	8%
N/C(CS(=O)(=O)c1ccccn1)=N\OC(=O)c1ccccc1Cl	?	?	2.8%	2%	-8%	-2%	6%	3%	13%[57.1 µM]
O=C1c2ccccc2C(=O)N1CCSc1nncs1	21%	-11%	0.3%	-1%	2%	-6%	0%	7%[57.1 µM]	13%
CCCCNC(=O)CCSc1nc2nc(C)cc(C)n2n1	-10%	-10%	1.3%	-2%	-18%	-4%	-15%	3%	2%
Cc1ccc(NC(=O)/C(C#N)=C/c2cc(C)n(-c3ccc(N4CCOCC4)c([N+](=O)[O-])c3)c2C)c(C)c1	-11%	1%	1.0%	2%	11%	3%	2%	-17%	-13%
CC(C)c1ccccc1OCCCN1CCCC1	?	-12%	0.3%	-2%	14%	0%	-7%	-4%	4%
Cc1ccccc1NC(=O)NCCCN1CCN(C2CCCCC2)CC1	0%	-13%	1.6%	-5%	-7%	1%	-3%	12%[57.1 µM]	21%[57.1 µM]
Cc1cccc(NC(=O)c2c(NC(=O)c3cccs3)sc3c2CCC(C)C3)c1 (stereo not drawn)	?	-17%	5.8%	.	-29%	.	.	3%	1%
COc1cccc(CN2CCN(Cc3ccco3)CC2)c1	?	-7%	2.3%	-8%	0%	-4%	-25%	2%	29%
Cc1cccc(OCC(=O)Nc2nnc(S(=O)(=O)N3CCc4ccccc43)s2)c1	-30%	-23%	-0.2%	9%	-13%	3%	-9%	9%[11.4 µM]	17%
CCS(=O)(=O)c1c(S(=O)(=O)CC)c2cc(C(C)(C)C)ccn2c1C(=O)c1ccc(F)cc1	-12%	?	?	-7%	-7%	-2%	-6%	8%	-12%
Cc1ccc(S(=O)(=O)NCc2ccccc2)cc1C(=O)NCCc1ccc(S(N)(=O)=O)cc1	-2%	-22%	0.7%	7%	-5%	6%	4%	5%	13%
CCCCN(C(=O)c1cccc(N2C(=O)c3ccccc3C2=O)c1)c1c(N)n(CC(C)C)c(=O)[nH]c1=O	6%	-23%	0.1%	3%	-6%	2%	-5%	4%	19%
COC(=O)COc1cccc2c(=O)n(CC(=O)N3CCC(C)CC3)ccc12	9%	-16%	0.0%	2%	7%	0%	8%	5%	1%
CCN(CC)S(=O)(=O)c1ccc2c(c1)N(CC(=O)N1CCN(c3cccc(Cl)c3)CC1)C(=O)CO2	2%	?	2.4%	-14%	9%	-1%	4%	0%[57.1 µM]	20%[57.1 µM]
CC(=O)Nc1ccc(NC(=O)C(C)OC(=O)CNS(=O)(=O)/C=C/c2ccc(C)cc2)cc1 (stereo not drawn)	-10%	-1%	0.0%	0%	19%	1%	?	-12%	-13%
Cc1ccc2c(c1)c1c(c(=O)n(-c3ccccc3C)c(=O)n1CC(=O)NCc1ccccc1)n2C	-25%	?	6.0%	8%	-14%	0%	0%	53%[activator]	82%[activator]
CC1Nc2ncnc(N3CCc4ccccc4C3)c2N(Cc2ccc(Br)cc2)C1=O (stereo not drawn)	-48%	-25%	-1.8%	-7%[38.3 µM]	-31%	-26%&-22%	-9%	-11%	-16%

Gathered by group, those above containing an aryl methoxy group
SMILES	12-LOX inh	USP1 inh	RXFP1 agonist	mIDH1 inhibitor	RGS4 inhibitor	Vif-APOBEC3G blk	Vif-A3F inh	TrxR1 substrate	rTrxR1 inhibitor
COc1ccc(-n2c(SCC(=O)Nc3ccc(C(=O)O)cc3)nnc2-c2cccs2)cc1	-25%	2%	1.7%	2%	-12%	2%	-14%	3%[57.1 µM]	8%[57.1 µM]
COc1cccc(CN2CCN(Cc3ccco3)CC2)c1	?	-7%	2.3%	-8%	0%	-4%	-25%	2%	29%

More structures follow.
SMILES	12-LOX inh	USP1 inh	RXFP1 agonist	mIDH1 inhibitor	RGS4 inhibitor	Vif-APOBEC3G blk	Vif-A3F inh	TrxR1 substrate	rTrxR1 inhibitor
CCN=c1sc(C(=O)OC)cc(=O)n1CC	-15%	-9%	-0.1%	12%	-7%[56.9 µM]	0%	-4%	-7%	-13%
NNC(=O)CSc1nnc(-c2ccccc2)n1-c1ccccc1	2%	?	-2.7%	15%	11%	-1%	2%	21%[57.1 µM]	24%[57.1 µM]
CCCn1c(N)c(C(=O)CN2CCN(S(=O)(=O)c3cccc(Cl)c3)CC2)c(=O)[nH]c1=O	0%	-17%	.	6%	2%	0%	10%	10%	31%[activator]
Cc1nc(SCC(=O)NC2CCS(=O)(=O)C2)c2c3c(sc2n1)CCCC3 (stereo not drawn)	0%	-7%	4.6%	11%	-1%	-9%	-12%	-6%	-14%
Cc1ccc(NC(=O)C2CCN(S(=O)(=O)c3cccs3)CC2)cc1C	.	6%	1.7%	0%	4%	-5%	-5%	-2%	22%
CC1CCCCN1CC(=O)Nc1cc(S(=O)(=O)N2CCOCC2)ccc1N1CCCC1 (stereo not drawn)	10%	-15%	8.2%	12%	9%	0%	8%	0%[57.1 µM]	15%[57.1 µM]
O=c1[nH]nc(Br)c(=O)n1C(c1ccccc1)c1ccccc1	?	-19%	.	-2%	-26%	-18%	-4%	8%[57.1 µM]	23%[11.4 µM]
O=C(CN1CCN(c2ccccc2O)CC1)Nc1ccc(S(=O)(=O)N2CCCCCC2)cc1	-22%	-7%	0.2%	-1%	21%	1%	-3%	-16%	-14%
CCOC(=O)C1CCN(c2c(NCCCN(CC)Cc3ccccc3)c(=O)c2=O)CC1	-10%	1%	-0.5%	9%	-3%	-1%	-14%	12%[57.1 µM]	19%[57.1 µM]
COc1ccc(NC(=O)CCN2CCCC(C)C2)cc1 (stereo not drawn)	0%	-8%	0.8%	9%	-9%	1%	10%	-7%	-3%
COCCn1c(=O)[nH]c(=O)c2c1nc(-c1ccc(-c3ccc(Cl)cc3[N+](=O)[O-])o1)n2Cc1ccccc1	-21%	-23%	4.5%	-2%	-17%	-9%	-14%	-10%	?
CCOc1ccc(NC(=O)CCN2C(=O)C3CCCCC3C2=O)cc1OCC (stereo not drawn)	-18%	-12%	1.7%	7%	-7%	-3%	14%	1%	4%
COc1ccc(CC(=O)OCC(=O)NCc2ccccc2Cl)cc1	-6%	-10%	1.6%	-1%	-1%	0%	10%	-6%	4%[57.1 µM]
O=C(N/N=C\C=C\c1ccc2c(c1)OCO2)c1cccnc1	-9%	2%	0.9%	4%	29%	0%	-3%	-16%	-20%
CC(=O)c1sc(N/N=C\c2ccc(C)cc2)nc1C	-15%	-23%	4.8%	3%	-29%	-1%	3%	-4%	?
O=C(CCCc1ccccc1)Nc1ccnn1C1CCN(Cc2ccc(CO)o2)CC1	i	3%	-1.1%	1%	-8%	-4%	0%	-1%	-12%
O=C(O)CCCC(=O)Nc1ccccc1Br	0%	-4%	-3.1%	2%	4%	1%	5%	6%[57.1 µM]	12%[57.1 µM]
CCOc1ccccc1NC(=O)CSc1ccc2nnc(-c3cccnc3)n2n1	-3%	?	?	-3%	23%	0%	-2%	-7%[57.1 µM]	5%[57.1 µM]
Cc1[nH]c2ccc(C(=O)OC(C)C(=O)N(C)c3ccccc3)cc2c1C (stereo not drawn)	.	-20%	-0.2%	6%	-24%	-3%	5%	-1%	1%
Cc1ccccc1S(=O)(=O)c1c(C)cc(-c2ccccc2)[nH]c1=O	-12%	-11%	2.8%	0%	-8%	-5%	1%	13%	-1%
O=C1CC(N2CCN(C/C=C/c3ccccc3)CC2)C(=O)N1Cc1ccc(N2CCCC2=O)cc1 (stereo not drawn)	5%	-14%	0.1%	3%	-14%	3%	3%	12%[57.1 µM]	3%[57.1 µM]
Cc1cc(C)n(C(=O)/C(C#N)=N/Nc2cc(Cl)cc(Cl)c2)n1	.	-20%	1.6%	-5%	-6%	1%	-5%	-1%[57.1 µM]	1%
COc1cc(OC)c(N(C)S(=O)(=O)c2cccc(C(=O)Nc3nc(C)cs3)c2)cc1Cl	-5%	-19%	-0.4%	-4%	-12%	6%	4%	5%	27%
